Compound activity deposited in PubChem by National Center for Advancing Translational Sciences (NCATS).
D2 antag – D2 dopamine receptor (human) antagonism. HEK293 TREx D2 cells, calcium flux, dopamine EC80. inhibition, % at 10 µM. actives 2% (n = 340,000); in the data active means inhibition above about 30%; further: 0% is about no effect
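Tetracycline-induced HEK293 TREx cells expressing D2 receptor forced-coupled to calcium signalling, loaded with no-wash calcium dye. Compounds added and calcium flux read 180 s, then dopamine added at EC80 and read a further 180 s.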
ALOX12 inh – inhibitors of human 12S-lipoxygenase ALOX12. purified 12hLO, xylenol orange hydroperoxide absorbance. P18054. Potency, µM (highest dose often 108 µM), for the others: at the top dose activity change, negative = inhibition, usual class: inhibitors. actives 1.1% (n = 580,000); further: potency means the concentration at half of the fitted maximal effect; on the % scale 0 is the no-effect control and ±100 the full control effect
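Purified human 12hLO (150 nM final) in 25 mM Hepes, 0.01% Triton X-100, pH 7.0 was preincubated 15 min at room temperature with compound. Then 40 uM arachidonic acid was added, 30 min. Hydroperoxide was read by Fe-XO absorbance ratio 573/405 nm.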
Vif-APOBEC3F blk – inhibitors of Vif-A3F interaction | HeLa A3F-eYFP + Vif (tagged APOBEC3F with the HIV-1 protein that degrades it), YFP fluorescence increase | Potency, µM (highest dose often 46.1 µM), for inactives: top-dose activity, negative = active | actives 0.2% (n = 390,000); further: potency means the concentration at half of the fitted maximal effect; % of control where 0% means no effect; nearly all actives have a fitted effect of over 65% in size
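Fluorescence increase (Ex 488/Em 500-530) after overnight compound treatment at 37 deg C flags inhibition of Vif-driven A3F-eYFP loss in stable HeLa A3F-eYFP/Vif cells seeded overnight beforehand.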
Glioma ERSR ind – ER stress response induction in glioma; U87-MG GRP78 promoter luciferase reporter, 16 h; Potency, µM, for inactives: top-dose activation, actives largely listed as activators; actives 0.02% (n = 420,000); further: potency means the concentration at half of the fitted maximal effect; series mostly up to about 76 µM; % of control where 0% means no effect; nearly all actives have a fitted effect of over 35% in size
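Stably transfected U87-MG human glioma cells carrying a GRP78-based luminescent sensor were seeded at 1000 cells/well, pin-dosed with compounds and incubated 16 h. Luciferase reagent was then added, and end-point luminescence was read after 10 min at room temperature.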
Vif-A3G inh – blocks the Vif interaction with human APOBEC3G | Q9HC16 | HeLa A3G-eYFP + Vif (tagged APOBEC3G with the HIV-1 protein that degrades it), YFP fluorescence, overnight | Potency, µM (highest dose often 46.1 µM), inactives show at the top dose activity, negative = active, usual class: inhibitors | actives 0.076% (n = 410,000) | AID 602310;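 further: potency means the concentration at half of the fitted maximal effect; on the % scale 0 is the no-effect control and ±100 the full control effect; nearly all actives have a fitted effect of over 60% in size; hits raise eYFP signal because A3G escapes Vif-driven loss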
Target sequence (Q9HC16 whole entry, looked up): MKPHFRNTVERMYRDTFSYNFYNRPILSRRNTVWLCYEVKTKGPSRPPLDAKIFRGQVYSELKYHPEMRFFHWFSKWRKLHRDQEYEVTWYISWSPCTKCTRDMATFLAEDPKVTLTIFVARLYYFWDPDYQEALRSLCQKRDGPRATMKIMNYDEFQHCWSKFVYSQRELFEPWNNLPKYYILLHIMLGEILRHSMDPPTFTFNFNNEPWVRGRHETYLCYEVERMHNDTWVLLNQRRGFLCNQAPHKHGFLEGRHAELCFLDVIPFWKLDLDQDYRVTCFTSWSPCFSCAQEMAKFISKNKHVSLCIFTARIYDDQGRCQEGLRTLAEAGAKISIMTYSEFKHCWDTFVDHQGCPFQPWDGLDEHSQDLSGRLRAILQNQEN
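HeLa cells stably expressing Vif and C-terminally eYFP-tagged A3G, seeded overnight at 37 deg C, then exposed to compound by pintool overnight at 37 deg C. Rise in yellow fluorescence (Ex 488/Em 500-530, Acumen) marks blocked Vif-driven A3G degradation.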
D2 agonist – D2 dopamine receptor (human) agonism | P14416 | actives 0.53% (n = 340,000) | HEK293 T-REx D2 cells, calcium flux agonist mode | activation, % at 2 µM;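 active means activation over 3 SD above normal in the single-dose calcium agonist read, cut at about 30% in these data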; further: 0% is about no effect
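Agonism scored from kinetic calcium signal (1 read/sec, 180 s) following compound pin transfer, after a 10 s baseline. Cells: HEK293 Trex line expressing inducible D2 receptor coupled to calcium, dye-loaded after overnight culture at 30 C.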
RGS4 inhibitor – human RGS4 inhibition | AID 504845 | actives 0.039% (n = 390,000) | Transcreener GDP fluorescence polarization, RGS4-accelerated GTP hydrolysis | Potency, µM (titrated, usually from 114 µM), without a hit: at the highest dose activity change, negative = inhibition, usual class: inhibitors | P49798; further: potency means the concentration at half of the fitted maximal effect; on the % scale 0 is the no-effect control and ±100 the full control effect; nearly all actives have a fitted effect of over 75% in size; some results filed as inactive show a strong effect at the top dose
Target sequence (P49798 whole entry, looked up): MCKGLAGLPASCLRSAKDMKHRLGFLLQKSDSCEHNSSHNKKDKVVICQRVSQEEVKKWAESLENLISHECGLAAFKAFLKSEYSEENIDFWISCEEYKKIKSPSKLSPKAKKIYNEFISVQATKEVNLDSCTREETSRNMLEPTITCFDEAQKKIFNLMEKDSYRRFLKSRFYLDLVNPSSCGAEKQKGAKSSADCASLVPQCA
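MLSMR compounds (23 nl, pin-transferred) preincubated 10 min at room temperature with a 500nM (2x) first reagent, then RGS4 at 900nM (2x) plus Transcreener GDP mix added; fluorescence polarization (620/688 nm) read before and after 90 min at 30 °C.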
LDHA block – blocks human lactate dehydrogenase A; P00338; purified LDHA, NADH/diaphorase-resazurin fluorescence; active compounds read low; activity change, % (values are at about 110 or 230 µM); actives 0.15% (n = 480,000); AID 1347041; in the data active means activity change below about -30%; inconclusive means mostly about -25% to -30%;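 further: plate controls were DMSO wells for no effect and wells without enzyme for full effect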
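Remaining NADH was detected by diaphorase (0.133 mg/mL) converting 37 µM resazurin to fluorescent resorufin, read at 0 and 20 minutes. The preceding 5-minute room-temperature reaction used 2 nM LDHA, 0.2 mM sodium pyruvate and 0.06 mM NADH at pH 7.4.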
ERG Ets-DNA blk – inhibitors of human ERG Ets domain-DNA interaction; P11308; fluorescence polarization, His-ERG Ets domain / labelled DNA; Potency, µM (doses to about 76.9 µM), without a hit: top-dose FP activity, negative = inhibition, most hits filed as inhibitors; actives 0.028% (n = 370,000); AID 624246; active means well fitted inhibition curve with a large enough effect in the polarisation, with a control signal flat; inconclusive means small, poorly fitted or top-dose-only effect, or effect the other way, or a change in a side signal; inactive means no such curve, though single readings can be large or run the other way; the % refers to the polarisation;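 further: polarization taken with two DNA probes labelled with fluorescein and Texas red; potency means the concentration at half of the fitted maximal effect; % of control where 0% means no effect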
Target sequence (P11308 whole entry, looked up, the tested form may be a part): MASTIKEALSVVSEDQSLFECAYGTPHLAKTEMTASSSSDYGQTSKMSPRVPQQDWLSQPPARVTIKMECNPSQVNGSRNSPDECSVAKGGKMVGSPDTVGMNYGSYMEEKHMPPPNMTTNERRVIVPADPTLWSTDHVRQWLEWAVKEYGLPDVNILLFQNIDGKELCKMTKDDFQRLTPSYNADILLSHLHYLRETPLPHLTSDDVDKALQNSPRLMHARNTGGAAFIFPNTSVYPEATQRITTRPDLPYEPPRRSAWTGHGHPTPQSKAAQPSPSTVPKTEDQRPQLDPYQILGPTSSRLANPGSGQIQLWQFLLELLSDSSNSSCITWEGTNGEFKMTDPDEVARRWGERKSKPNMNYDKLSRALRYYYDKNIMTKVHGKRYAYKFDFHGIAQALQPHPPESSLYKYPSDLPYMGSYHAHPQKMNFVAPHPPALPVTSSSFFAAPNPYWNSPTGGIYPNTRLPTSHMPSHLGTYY
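His-tagged ERG Ets domain (1 uM in the protein solution; 300mM KCl, 50mM Tris-HCl, 1mM EDTA, 1mM DTT, pH 7.5) received compound, then a probe mix of 5 nM fluorescein-DNA and 100nM Texas-615-DNA. Fluorescence polarization was read for both dyes.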
* marks the source's active call; other numbers are inactive results; ? = inconclusive; / = not tested or not shown; & = joins results of further samples; [ ] = dose if it differs, or a comment. Unless noted, the call rests on the fitted dose curve; in most records, active means well fitted curve in the direction sought with a large enough effect; inconclusive means small, poorly fitted or top-dose-only effect, or another doubt; inactive means no such curve, though single readings can be large; an effect the other way counts as inactive or inconclusive. An excerpt; rates above refer to the full screens.

SMILES	D2 antag	ALOX12 inh	Vif-APOBEC3F blk	Glioma ERSR ind	Vif-A3G inh	D2 agonist	RGS4 inhibitor	LDHA block	ERG Ets-DNA blk
Nc1ccn([C@@H]2O[C@H](CNC(=O)[C@@H](N)CSCc3ccccc3)[C@@H](O)[C@H]2O)c(=O)n1	/	-1%	-5%	-2%	2%	/	/	-19	/
CCc1cccc(C)c1NC(=O)C1CCCN1S(=O)(=O)c1cccc2nsnc12 (stereo not drawn)	/	-8%	0%	-1%	2%	-0.8	-14%	-3	-6%
COCCC(=O)N1CCC(Oc2ccc(C(=O)NC3Cc4ccccc4C3)cc2)CC1	5	-1%	-5%	0%	-1%	1.0	7%	-1	-5%
CCc1nnc(NC(=O)CSc2ccc(-c3ccco3)nn2)s1	12	0%	-9%	-1%	2%	0.0	-8%	-6	-1%
CC(=O)c1ccc(S(=O)(=O)N2CCn3cccc3C2c2ccc(F)c(F)c2)cc1 (stereo not drawn)	/	-22%	1%	-2%	4%	1.1	-19%	1	-1%
COc1ccc(C2C(=O)N(C3CCCCCC3)CC(=O)N2CCc2ccc(Cl)cc2)cc1OC (stereo not drawn)	/	-26%	0%	2%	0%	0.5	-4%	0	3%
O=c1[nH]c(CN2CCN(c3ccccc3)CC2)nc2ccccc12	-17	11%	2%	-4%	-9%	1.6	8%	-1	5%
COc1ccc(/C=N/Nc2nncn2N)cc1Br	-6	58%[activator]	-3%	4%	-11%	0.2	-30%	37	8%
Oc1ccccc1Nc1nc(-c2ccccc2)c2cc(Cl)ccc2n1	/	-13%	-9%	-4%	-3%	/	-5%	-21	12%
COCC1CCN(C(=O)C2CCC(=O)N(Cc3cccc(F)c3)C2)CC1 (stereo not drawn)	/	-41%	0%	1%	-1%	/	1%	-8	1%
O=C(NC(NC1CCS(=O)(=O)C1)C(Cl)(Cl)Cl)c1cccc(Cl)c1 (stereo not drawn)	-20	9%	-8%	-3%	3%	-0.1	35%	9	8%
O=C(NCCN1CCOCC1)c1ccc2ccccc2n1	-20	1%	-10%	5%	0%	1.1	18%	-7	-8%
COc1ccc(OC)c(/C=N/NC(=O)CC(=O)NCc2ccccc2)c1	1	27%	1%	-5%	0%	2.1	-12%	0	3%
CCc1ccc(C2NC(=S)NC3=C2C(=O)CC(C)(C)C3)cc1 (stereo not drawn)	-8	?	4%	-2%	-4%	2.4	-12%	-5	0%
O=C(Nc1cccc(C(F)(F)F)c1)N1CCN(C(=O)Nc2cccc(C(F)(F)F)c2)CC1	9	0%	5%	-2%	0%	0.9	-14%	1	2%
CC(=O)c1ccc(OCCCC(=O)Nc2ccc(C)c(S(=O)(=O)N3CCOCC3)c2)cc1	7	-14%	4%	-4%	0%	0.0	-2%	-8	3%
Cc1c(C(C)(C)C)sc(=NC(=O)c2ccccc2O)n1C	-2	2%	14%	?	0%	0.5	-4%	2	2%
Cc1ccc(S(=O)(=O)CCC(=O)OCC(=O)NNC(=O)c2ccc([N+](=O)[O-])cc2)cc1	12	3%	-3%	0%	1%	0.7	-20%	-5	/
O=C(Cc1c(F)cccc1Cl)N1CCN(S(=O)(=O)c2cccc(F)c2)CC1	20	-28%	-4%	-6%	-1%	0.6	-5%	-4	-7%
CSCc1ccc(C(=O)Nc2ccc(C(N)=O)cc2)cc1	1	0%	-2%	-2%	12%	0.5	-8%[56.9 µM]	-2	12%
O=C(O)c1ccc(NC2=C/C(=N/S(=O)(=O)c3ccccc3)c3ccccc3C2=O)cc1	-17	?	4%	-14%	-11%	-0.9	-5%	52	9%
COc1ccccc1[N+](=O)[O-]	22	-29%	3%	-5%	-1%	0.9	19%	-9	-5%
O=C(c1ccc2c(=O)n(C3CCCC3)c(=S)[nH]c2c1)N1CCN(C2CCCCC2)CC1	-20	-41%	-10%	-5%	2%	-0.5	-2%	-6	-9%
Cc1nc2c(nnn2Cc2ccccc2)c(=O)[nH]1	-6	?	2%	-5%	2%	0.6	?	2	4%
CCOC(=O)c1[nH]c(C)c(/C(C)=N\O)c1C	/	15%	0%	?	0%	/	20%	-7	4%

(listing goes on)
SMILES	D2 antag	ALOX12 inh	Vif-APOBEC3F blk	Glioma ERSR ind	Vif-A3G inh	D2 agonist	RGS4 inhibitor	LDHA block	ERG Ets-DNA blk
Cc1nnc(NC(=O)C(C)Sc2nnc(CNC(=O)c3ccccc3F)n2C)s1 (stereo not drawn)	-7	-10%	6%	-2%	1%	0.3	11%	-10	8%
COc1ccc(CCN(C(=O)C(F)(F)F)C(C(=O)NC2CCCC2)c2cccs2)cc1 (stereo not drawn)	/	5%	-3%	-4%	1%	/	11%	7	/
O=C(c1ccco1)N1CCN(C(c2ccccc2)c2nnnn2C2CCCC2)CC1 (stereo not drawn)	-22	?	2%	-3%	0%	0.2	13%	-2	1%
NC(=O)c1ccc(NC(=O)CN2C(=O)NC(c3ccccc3)(c3ccccc3)C2=O)cc1	4	30%[activator]	0%	-3%	-11%	0.1	19%	-13	8%
NC(=O)C(c1ccc(Cl)cc1Cl)c1ncc(C(F)(F)F)cc1Cl (stereo not drawn)	-9	-3%	-9%	-3%	-1%	-0.3	-9%	3	5%
COc1ccc(S(=O)(=O)NCCc2ccccc2)cc1	7	-2%	/	-1%	0%	-0.8	28%	-5	-5%
COc1cccc(CNc2cc(C)nc3nc(-c4ccc(C)cc4)nn23)c1	/	-13%	0%	-3%	-7%	-1.8	1%	-14	-7%
Cc1nnc(N2CCN(C(=O)Nc3cc(F)ccc3F)CC2)c2nn(-c3ccc(Cl)cc3)c(C)c12	/	?	/	/	/	0.4	-11%	-3	-2%
O=C(CNS(=O)(=O)c1ccc2c(c1)OCCCO2)N1CCN(c2ccc(F)cc2)CC1	-13	147%[activator]	0%	0%	7%	0.6	13%	-5	-5%
Cn1nc(C(=O)Nc2ccc3c(c2)OCCO3)c2ccccc2c1=O	18	0%&-2%	-20%	-2%	-10%	-0.5	-12%	-3&8	3%
CCCCCOC(=O)C1=C(C)Nc2nnnn2C1c1ccccc1Cl (stereo not drawn)	-6	-26%	1%	-5%	-21%	0.1	-2%	7	5%
CCC(=O)N1c2ccccc2CC1C(=O)NCCc1ccccc1OC (stereo not drawn)	/	-2%	-6%	-3%	0%	0.2	0%	-8	1%
Cn1c(N2CCN(C(=O)NC34CC5CC(CC(C5)C3)C4)CC2)nc2ccccc21	-19	4%	-11%	-7%	1%	-0.3	-36%[56.9 µM]	2	-6%
BrC(=C\c1ccccc1)/C=N/Nc1nc2ccccc2[nH]1	-14	2%	-24%	4%	-6%	-0.4	?	-5	-1%
CC(=O)N1CCc2cc(S(=O)(=O)CCC(=O)NCc3ccc(Cl)cc3)ccc21	-2	12%&-11%	-4%&-13%	-1%&-4%	-12%&0%	-0.3&-0.7	-11%&8%	-9&-11	-2%&0%
Cc1cc(C(=O)N2CCCC(CCC(=O)N3CCN(c4ccccn4)CC3)C2)c(C)o1 (stereo not drawn)	-14	2%	9%	-3%	5%	0.3	13%	-14	-2%
O=C(CN1CCN(S(=O)(=O)c2ccc(Br)cc2)CC1)N/N=C/c1ccccc1C(=O)O	-7	2%	-5%	-2%	3%	0.1	-21%	-6	-3%
CCOc1ccc(/C(O)=C2/C(=O)C(=O)N(CC3CCCO3)C2c2ccc(C)o2)cc1 (stereo not drawn)	-2	?	0%	-3%	-5%	-0.4	22%	4	-4%
O=S(=O)(Nc1ccc(C(F)(F)F)cc1)c1cnc[nH]1	/	0%	-11%	2%	1%	/	-29%[11.4 µM]	2	6%
Cc1ccc(C(=O)N2CCN3C(=O)c4ccccc4C23c2ccc(Cl)cc2)cc1 (stereo not drawn)	-7	35%[activator]	-13%	0%	?	0.3	-31%	2	5%
Cc1cccc(-n2c(O)c(C=Nc3ccccc3)c3ccccc3c2=O)n1	-4	?	5%	1%	-7%	1.4	?	-5	8%
NC(=O)CC[C@@H]1NC(=O)[C@H](CO)NC(=O)c2cc([N+](=O)[O-])cc(I)c2NCCCC[C@@H](C(N)=O)NC(=O)[C@H](Cc2ccc(O)cc2)NC1=O	-10	/	4%	-4%	0%	-1.3	-21%	-3	-9%
COc1ccc(C(=O)NCc2ccc3c(c2)CCN3C(=O)c2ccc(C)cc2)cc1	/	-18%	-3%	-1%	4%	-2.0	-33%	3	-1%
CC(=O)NC1CC2CCCC(C1)N2C(=O)Nc1ccccc1 (stereo not drawn)	20	-3%	-2%	-4%	3%	0.9	15%	-5	-11%
S=C(Nc1ccc(Cl)cc1Cl)Nc1ccccc1Oc1ccccc1	-20	/	1%	-5%	1%	-0.3	-2%	-7	-12%
COc1cccc(NC(=O)C2CCC(CNS(=O)(=O)c3ccc4c(c3)CCCC(=O)N4)CC2)c1 (stereo not drawn)	/	-17%	0%	-1%	6%	-0.7	-21%	0	-1%
Nc1ccc2nc3c(=O)n(CCc4ccccc4)c(=O)[nH]c3nc2c1	-45	-24%	?	2%	?	95*	-48%	26	?
COc1cccc(OCc2cc(C(=O)N(C)Cc3nccn3C)no2)c1	-1	7%	8%	1%	1%	0.7	-11%	-1	-6%
